GPR7 antagonist: human neuropeptides B/W receptor 1 antagonism. inhibition, % at 4.4 µM. actives 1.1% (n = 290,000). GPR7-expressing cells, fluorescence antagonist assay. P48145; in the data active means inhibition above about 16%, passing the limit was not always enough;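 further: cells stimulated with the agonist NPW; 0% = agonist with vehicle and 100% = vehicle without agonist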
Target sequence (P48145 whole entry, looked up): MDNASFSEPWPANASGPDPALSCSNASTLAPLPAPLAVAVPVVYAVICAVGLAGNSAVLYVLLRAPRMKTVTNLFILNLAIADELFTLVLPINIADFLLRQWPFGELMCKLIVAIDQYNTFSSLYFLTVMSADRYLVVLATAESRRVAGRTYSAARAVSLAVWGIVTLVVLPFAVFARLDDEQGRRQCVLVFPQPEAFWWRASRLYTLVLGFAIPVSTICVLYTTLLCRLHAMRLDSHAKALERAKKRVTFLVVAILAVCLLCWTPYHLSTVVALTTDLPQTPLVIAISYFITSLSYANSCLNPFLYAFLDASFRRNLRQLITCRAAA
NALP1 inh: blocks the NALP1 inflammasome reconstituted in yeast; S. cerevisiae NALP1/ASC/caspase-1 growth, X-gal OD620, 72 h; inhibition, % at 10 µM; actives 0.61% (n = 280,000); AID 2071; in the data active means inhibition mostly above about 24%, no sharp cut-off; inactive means mostly below about 32%; further: some compounds called inactive have numbers as strong as hits
MEKK3 PB1 HTS: raises or lowers MEK5 binding to the human MEKK3 PB1 domain; AID 1529; Q99759; actives 1.4% (n = 290,000); bead-based flow cytometry, Alexa488-MEK5 binding to MEKK3; actives lie on both sides; 0 = blocked by unlabeled MEK5, 100 = vehicle; binding response (% of control), % at 10 µM;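 active means binding response more than 3 SD above or below the average of its plate-row segment, actives on both sides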;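 further: Alexa488 bead fluorescence after subtracting the streptavidin-only scavenger bead signal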
OXTR ag: human OXTR agonism. P30559. activation, % at 3 µM. actives 0.32% (n = 320,000). AID 2435. CHO-OTR cells, Fluo-8 calcium fluorescence; normalized: DMSO 0%, oxytocin 100%;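 active means activation above the mean of all tested compounds plus 3 SD, cutoff set per screening run, cut at about 20% in these data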;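 further: peak over basal fluorescence ratio from a 100 s FLIPR kinetic read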
V1R ag counter: counter-screen for oxytocin receptor agonists: human V1a receptor agonists; P37288; CHO-V1R cells, Fluo-8 calcium fluorescence, agonist mode; 0% DMSO, 100% 3 nM vasopressin; activation, % at 3 µM; actives 0.25% (n = 320,000); AID 2797;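 active means activation above the mean activation of all tested compounds plus 3 SD, per screening run, cut at about 20% in these data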;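 further: signal is peak over basal fluorescence ratio across a 100 second FLIPR read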
Target sequence (P37288 whole entry, looked up): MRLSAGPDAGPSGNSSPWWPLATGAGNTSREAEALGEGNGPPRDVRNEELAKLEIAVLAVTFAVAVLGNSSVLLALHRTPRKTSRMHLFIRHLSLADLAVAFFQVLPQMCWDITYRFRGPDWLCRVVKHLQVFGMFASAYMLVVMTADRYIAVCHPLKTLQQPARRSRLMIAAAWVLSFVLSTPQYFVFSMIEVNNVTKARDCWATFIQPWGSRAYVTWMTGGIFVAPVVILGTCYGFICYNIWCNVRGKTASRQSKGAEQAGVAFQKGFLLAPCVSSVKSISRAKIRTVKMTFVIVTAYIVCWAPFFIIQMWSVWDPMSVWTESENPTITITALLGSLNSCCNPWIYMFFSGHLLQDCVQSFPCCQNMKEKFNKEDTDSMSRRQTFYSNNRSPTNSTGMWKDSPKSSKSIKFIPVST
MEKK2 WT-MEK5: raises or lowers MEK5 binding to wildtype human MEKK2 PB1 domain; AID 1531; Q9Y2U5; bead flow cytometry, Alexa488-MEK5 binding to MEKK2 WT; actives lie on both sides; actives 1.1% (n = 290,000); binding response (% of control), % at 10 µM; in the data active means binding response below about 67% or above about 130%
MEKK2mut PB1 HTS: signal of MEK5 binding to mutant human MEKK2 PB1 domain | bead flow cytometry, Alexa488-MEK5 binding to MEKK2 mutant | percent response, % at 10 µM | actives 0.35% (n = 290,000) | AID 1530; in the data active means percent response above about 24%, passing the limit was not always enough; further: inactives centre near 1; some results filed as inactive read as strong as hits; reference of the scale not given here
PHOSPHO1 inh: inhibitors of human PHOSPHO1 phosphatase; Q8TCT1; recombinant PHOSPHO1, absorbance phosphatase assay; inhibition, % at 13.3 µM; actives 1.1% (n = 290,000); AID 1565; in the data active means inhibition above about 60%
GalR3 antag: human GalR3 antagonism; HEK293 GalR3-CNG cAMP membrane potential fluorescence; galR3 body fused to GalR1 C-terminus; inhibition, % at 3 µM; actives 0.44% (n = 360,000);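 active means inhibition above the screen-wide average plus 3 SD, cut at about 13% in these data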;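 further: forskolin and galanin both at EC90 stimulate the cells; cAMP rise reported by CNG channel membrane potential dye signal; 0% = forskolin plus galanin with DMSO and 100% = forskolin alone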
Target sequence (O60755 1-299 limits assumed): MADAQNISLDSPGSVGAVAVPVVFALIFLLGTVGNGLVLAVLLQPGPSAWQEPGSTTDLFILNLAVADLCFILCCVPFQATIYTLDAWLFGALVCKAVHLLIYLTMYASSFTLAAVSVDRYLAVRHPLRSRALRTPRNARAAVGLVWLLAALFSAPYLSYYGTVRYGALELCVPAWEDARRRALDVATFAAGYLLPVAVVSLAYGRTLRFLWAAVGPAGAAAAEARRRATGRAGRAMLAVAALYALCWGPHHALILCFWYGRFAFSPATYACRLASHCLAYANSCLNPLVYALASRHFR
* = called active by the depositor; . = no result given; & = joins results of further samples.

Each structure is followed by: GPR7 antagonist, NALP1 inh, MEKK3 PB1 HTS, OXTR ag, V1R ag counter, MEKK2 WT-MEK5, MEKK2mut PB1 HTS, PHOSPHO1 inh, GalR3 antag
> Cc1cc(C)n2cc(COc3ccc4ccccc4c3)nc2n1
 : -3, 38, 95, 1.0, 1.2, 100, 0, 9, -7
> COc1ccc2oc(C)c(C(=O)NN)c2c1
 : -5, -15, 102, 0.4, 1.5, 109, 5, 15, -4
> COc1ccc(CCNC(=O)C(=O)NCC2OCCN2S(=O)(=O)c2ccc3c(c2)OCCO3)cc1OC (configuration not stated)
 : -10, 19, 92, 1.6, 3.1, 92, -7, 4, 1
> C=CCC(Nc1ccccc1)C12C=CC(O1)C(C(=O)OC)=C2C(=O)OC (configuration not stated)
 : 5, 25, 100, -0.3, -1.2, 107, 8, -12, 0
> Cc1cc(C(=O)Nc2cc(C(C)(C)C)on2)c(C)o1
 : -7, 2, 92, -2.7, -1.9, 93, 1, 33, -2
> O=C(Nc1ccc(N2CCN(C(=O)c3ccco3)CC2)c(Cl)c1)c1cccnc1
 : -5, 7, 115, 0.1, 1.0, 111, 7, -169, -2
> Brc1ccccc1-n1nnc(-c2cccnc2)n1
 : -16, -2, 101, 7.1, -1.1, 96, 3, 30, -5
> COCCn1cc(C(=O)N2CCCC(C)C2)c2c3ccccc3n(C)c2c1=O (configuration not stated)
 : -4, 15, 106, 0.4, 1.2, 109, 12, 10, -5
> COCCn1c(COc2ccc(OC)cc2)nc2ccccc21
 : 5, -10, 102, -1.2, -0.2, 102, 9, -34, 0
> COCC(=O)OCC(=O)Nc1cc([N+](=O)[O-])ccc1Cl
 : -1, 5, 95, ., ., 89, -10, 36, -8
> O=C(O)CCCNC(=O)Nc1ccccc1
 : 6, 28, 98, 0.4, 1.1, 95, 1, 4, -4
> O=C(Nc1cccc(O)c1)c1ccc2c(c1)C(=O)N(Cc1ccco1)C2=O
 : -18, -4, 105, 0.8, 0.9, 100, -1, 23, 0
> COC(=O)/C=C1/C(=O)N/C(=N\c2nc(C)cc(C)n2)N1c1ccc(OC)cc1
 : 4, 23, 98, -1.2, -0.7, 116, 11, -8, -6
> CC(/C=N\NC(=O)Cn1c(C)nc2ccccc21)=C\c1ccccc1
 : -12, 7, ., 9.7, 12, ., ., 36, 70*
> COc1nc(N=C(N)N)nc2ccc(C)cc12
 : 8, 2, 96, -0.4, 0.3, 100, 6, -7, 1
> CC1=CC(C)(C)N2C(=O)C3(SCC(=O)N3c3ccc(F)cc3)c3cc(C)cc1c32 (configuration not stated)
 : 11, -2, 76, 4.0, 9.6, 74, -17, 0, -6
> COCc1[nH]c(=S)c(C#N)cc1C(=O)OC
 : 3, ., 97, 0.5, -0.4, 98, -10, 51, -7
> Cc1cccc(N2CC(C(=O)Nc3ccc4c(c3)OCCO4)CC2=O)c1C (configuration not stated)
 : -1, 14, 100, 0.3, -0.4, 99, -3, 15, -5
> CCOC(=O)C1CCCN(C/C=C/c2ccccc2[N+](=O)[O-])C1 (configuration not stated)
 : -2, 10, 105, -1.3, 0.4, 105, 1, 22, -6
> N#Cc1cn(Cc2ccccc2)c(=O)[nH]c1=O
 : -12, 14, 99, 1.1, 1.7, 103, -1, 26, 3
> COc1ccc(Cl)cc1N=Cc1c(O)c2ccccc2oc1=O
 : 9, -15, 101, 0.7, -0.2, 102, 1, ., -10
> COC(=O)NNS(=O)(=O)c1ccc(C)cc1
 : -4, 9, 100, 1.9, 0.4, 102, 2, -6, -4
> COc1ccc(OCC(=O)Nc2nnc(-c3ccco3)s2)cc1
 : -7, 30, 96, 11, 11, 95, -2, -5, 2
> COc1ccc(NC(=O)c2cccc(Cn3cc(Br)c([N+](=O)[O-])n3)c2)c(C)c1
 : -13, -9, 105, 0.4, 2.0, 102, 0, 29, 3
> COc1ccccc1NC(=O)Nc1ccc(C)cn1
 : -13, -3, 102, ., ., 105, 2, 30, -2
> CC1Cc2ccccc2N1C(=O)CSc1nnc2sc3ccccc3n12 (configuration not stated)
 : -7, 1, 98, -2.3, -0.4, 94, -5, 16, -3
> COc1cc(OC)c(C2=NOC(C(=O)N3CCN(C(=O)c4ccco4)CC3)C2)cc1Cl (configuration not stated)
 : -4, 22, 98, -1.1, -1.0, 97, -2, 32, 5
> CCn1c(SCC(=O)NC2CCCC2)nnc1-c1c[nH]c2ccccc12
 : 0, 31, 110, -0.7, 1.4, 111, 13, 18, .
> CC(C)c1ccc(NC(=O)COC(=O)C2=COCCO2)cc1
 : -1, 16, 106, 0.5, 0.2, 100, 3, 24, 0
> CCOC(=O)C1CCCN(CCC(=O)Nc2cc(OC)ccc2OC)C1 (configuration not stated)
 : -5, 9, 108, 0.1, 0.2, 111, 9, 19, -8
> Cc1cccc(NC(=O)CN2C(=O)/C(=C3\SC(=S)N(CC4CCCO4)C3=O)c3ccccc32)c1 (configuration not stated)
 : -4, 14, 96, -0.3, 2.1, 95, -1, 29, .
> COc1ccc(C2N(c3ccccc3)C(=S)N3CCCN23)cc1 (configuration not stated)
 : -9, 32, 139*, -1.1, -0.2, 106, 1, -5, 2
> O=C1CCCN=C(Nc2ccc(F)c(Cl)c2)S1
 : 1, 10, 93, 3.4, 3.7, 97, -5, 6, -5
> O=c1cc(-c2ccccc2[N+](=O)[O-])oc2ccccc12
 : 3, 10, 93, -0.8, -0.5, 99, -5, 28, -1
> O=C(Nc1nccs1)C1CCN(S(=O)(=O)c2c(Cl)cccc2Cl)CC1
 : -4, 17, 95, 4.9, 2.6, 95, -6, -4, -2
> CCc1c(C(=O)N/N=C/c2ccco2)nnn1-c1nonc1N
 : -5, 12, 101, 0.1, 0.6, 98, -4, 16, -6
> O=C(CN1C(=O)c2ccccc2C1=O)Nc1ccc(S(=O)(=O)NCC2CCCO2)cc1 (configuration not stated)
 : -5, -3, 104, -0.2, 1.3, 101, 4, 0, 2
> Cc1ccc(-c2[nH]c3ccccc3c2SCCNC(=O)c2ccc(S(=O)(=O)N3CCOCC3)cc2)cc1
 : -3, 35, 112, -1.4, 0.6, 98, 12, -6, .
> Cc1cc(Br)cc(C)c1NC(=O)c1ccc(C#N)cc1F
 : -3, 2, 100, -1.0, 0.3, 99, -1, 38, -5
> C=CCNC(=O)NC(=O)c1csc([N+](=O)[O-])c1
 : 0, ., 94, 0.6, -2.1, 98, -11, 13, -2
> COc1cc(Nc2ccccn2)cc(C(=O)Nc2cccc(C(F)(F)F)c2)c1
 : ., ., 97, 0.1, 0.6, 102, -3, 18, -7&-3
> Cc1nn(C)cc1CN(C)C(=O)CCc1nnc(CCC2CCCCC2)o1
 : 2, 3, 98, -0.5, 0.0, 81, -12, 10, -1
> Cc1cc(C)c(C(=O)COC(=O)Cn2cnnn2)cc1C
 : 0, 23, 94, 2.2, 0.5, 92, -6, -16, -3
> CCSC(=O)N(CC)CC(=O)Nc1c(CC)cccc1CC
 : 21*, 17, 104, -1.8, -0.2, 104, 3, 8, .
> COc1cccc(CNC(=O)c2ccc(C3SCCS3)cc2)c1
 : -2, 2, 97, -0.4, 0.6, 99, 6, 32, -5
> CCc1ccccc1NC(=O)c1cnccn1
 : 2, -4, 90, ., ., 95, -4, 5, -3
> Cc1cc(C)n(-c2c(F)c(F)c(CN3CCOCC3)c(F)c2F)n1
 : -5, 8, 107, -0.4, 1.4, 105, 7, -19, -4
> Cc1ccc(/C=N/NC(=O)CSc2nc3ccccc3c(=O)n2-c2ccccc2)s1
 : -12, 22, 126, -0.1, 0.9, 98, -1, 7, 2
> CSc1sc(C(=O)OC(C)C)c2c1C(=O)CC(C)(C)C2
 : -17, 4, 95, -1.9, 0.4, 93, -7, 33, -1
> COc1ccc(-n2nc3c(c2NC(=O)CC(C)C)CS(=O)C3)cc1 (configuration not stated)
 : -13, 25, 101, 2.2, 0.7, 95, 0, 12, -6
> Cc1cccc(N=N/C(=C\O)C(=O)c2ccc(Br)cc2)c1
 : -4, 2, 104, -2.6, 0.6, 99, -2, 36, -1
> Cc1ccc(-c2nn3c(C)nnc3s2)cc1NC(=O)c1ccco1
 : -21, 11, 101, 0.0, 0.2, 96, 0, 40, 3
> CCOC(=O)Nc1c(C)n(C)n(-c2ccccc2)c1=O
 : ., 5, 99, -0.2, 5.6, 99, 4, 23, -2
> O=C(CSc1c2c(nc3ccc(Cl)cc13)CCCC2)NCCCN1CCOCC1
 : -11, 3, 96, -1.1, -0.8, 99, -5, -14, -4
> CN1/C(=C\C(=S)NC(=O)c2cccc(Br)c2)C(C)(C)c2ccccc21
 : -2, 6, 96, -2.5, -1.1, 109, 10, 14, -5
> Cc1ccc(NC(=O)N(CCCN2CCOCC2)Cc2cccs2)cc1C
 : 0, -4, 105, -0.5, 2.0, 104, 14, 1, 2
> COC(=O)C(NC(=O)CN1C(=O)c2ccccc2C1=O)c1ccc(O)c(OC)c1 (configuration not stated)
 : -22, 9, 100, 0.1, 1.9, 96, 0, 34, -4
> O=C1Nc2ccccc2C1Cc1ccccn1 (configuration not stated)
 : -16, 23, 103, -0.4, 0.1, 103, 1, -3, -1
> COc1ccc(-c2nnc(SCC(=O)Nc3ccc(Cl)cc3)n2C)cc1
 : -9, 0, 98, -0.5, -0.2, 99, 0, -4, -3
> O=C(CSc1ccc(-c2ccccc2)nn1)Nc1ccc2c(c1)OCCO2
 : 4, 34, 106, -2.6, 0.3, 105, -1, -2, -2

More records
Each structure is followed by: GPR7 antagonist, NALP1 inh, MEKK3 PB1 HTS, OXTR ag, V1R ag counter, MEKK2 WT-MEK5, MEKK2mut PB1 HTS, PHOSPHO1 inh, GalR3 antag
> CCS(=O)(=O)N1N=C(c2cccc(NS(C)(=O)=O)c2)CC1c1ccccc1 (configuration not stated)
 : -15, 21, ., 0.2, 2.5, ., ., -4, -7
> CCOc1ccc(NC(=O)c2ccccc2NS(=O)(=O)c2ccc(F)cc2)c([N+](=O)[O-])c1
 : -18, 20, 103, 7.1, 7.0, 102, 0, -15, -3
> CCc1nnc(NC(=O)CSc2nnnn2-c2cccc(C(=O)OC)c2)s1
 : 4, -1, 87, -1.5, 3.3, 94, -5, -12, -4
> CCOc1ccc(S(=O)(=O)Nc2ccccc2C(=O)Nc2ccccc2N2CCOCC2)cc1
 : 1, 29, 104, 0.1, 0.9, 100, 1, -7, 1

Compound profiles, as listed above:
Record of CCc1nnc(NC(=O)CSc2nnnn2-c2cccc(C(=O)OC)c2)s1 → GPR7 antagonist: 4; NALP1 inh: -1; MEKK3 PB1 HTS: 87; OXTR ag: -1.5; V1R ag counter: 3.3; MEKK2 WT-MEK5: 94; MEKK2mut PB1 HTS: -5; PHOSPHO1 inh: -12; GalR3 antag: -4
Record of CCS(=O)(=O)N1N=C(c2cccc(NS(C)(=O)=O)c2)CC1c1ccccc1 (configuration not stated) → GPR7 antagonist: -15; NALP1 inh: 21; MEKK3 PB1 HTS: .; OXTR ag: 0.2; V1R ag counter: 2.5; MEKK2 WT-MEK5: .; MEKK2mut PB1 HTS: .; PHOSPHO1 inh: -4; GalR3 antag: -7

High-throughput results deposited in PubChem by several laboratories.
